Source: PubChem BioAssay (Broad Institute)
EWS-Fli inh: EWS/Fli transcriptional activity inhibition; AID 651661; inhibition, % at 12.6 µM; A673 NR0B1-luciferase reporter, viability-normalised; 350,000 compounds, 0.67% hits;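 active = mean inhibition of at least 50% after viability correction, with every replicate also passing that limit; inconclusive = mean reaches 50% but only one of two replicates passes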;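 note: firefly luciferase signal divided by Alamar Blue viability fluorescence both relative to DMSO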
DENV2 CPE rescue: protects cells from dengue virus 2 cytopathic effect; DENV2-infected cells, cytopathic effect rescue, plate reader; CPE inhibition, % at 9.99 µM; 350,000 compounds, 1.7% hits; in the data active = CPE inhibition above about 20%, passing the limit was not always enough; inconclusive = no clear call, values can overlap the other calls; tested in BHK-21 cells;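 note: 0% = median of neutral control wells and 100% = median of positive control wells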
FN deposit inh: fibronectin deposition inhibition. AH1F fibroblasts, Alexa488-fibronectin deposition fluorescence, overnight. inhibition, % at 12.6 µM. 350,000 compounds, 0.086% hits;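 active = mean inhibition across replicates of 30% or more, regardless of how many single replicates reach that level; inconclusive = mean under 30% yet at least half of replicates reach 30%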;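 note: positive control wells lacked labelled fibronectin entirely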
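Schedule: 1 h cell adhesion before compound, then overnight fibronectin incubation; test system: AH1F fibroblast monolayer depositing Alexa488-labelled fibronectin into matrix; quantity: 10000 AH1F cells per well; probe or stimulus: fluorescent fibronectin at 24 nM final; signal: fluorescence, ex 485 nm, em 525 nm; evaluation: percent inhibition as loss of matrix-bound fibronectin fluorescence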
miR-122 sensor: blocks miR-122 activity in Huh7 sensor cells; 340,000 compounds, 0.3% hits; Huh7 miR-122 Renilla luciferase sensor, 48 h; neutral wells = 0, positive control = 100; activation (reporter increase), % at 12.5 µM;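 active = mean replicate activation score at least 90 and every replicate individually at or above 90; inconclusive = only one of the two criteria met; inactive = neither criterion met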;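 note: higher luciferase means less miR-122 activity so hits act as miR-122 inhibitors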
PAX8 inh HTS: PAX8 transcriptional activity inhibition | RMG-I TPO-luciferase reporter, SteadyGlo, 24 h | inhibition, % at 12.6 µM | 360,000 compounds, 1.2% hits | AID 652154;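 active = mean replicate inhibition at least 60% with every replicate also reaching 60%; inconclusive = only one of the two criteria is met; inactive = mean below 60% and not all replicates reaching 60%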;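 note: luciferase light reporting Pax8 driven TPO promoter activity; plate controls were median of neutral control wells for no effect and mitoxantrone controls for full effect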
F508del corr: CFTR F508del correction in bronchial cells. CFBE cells, YFP halide quenching; stimulated with forskolin plus potentiator P3; % fluorescence drop versus neutral controls. activity (quench increase), % at 7.58 µM. 350,000 compounds, 0.36% hits. AID 720511;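 active = mean added fluorescence quench of at least 8% versus neutral control, with both replicates also reaching 8%; inconclusive = only one of the mean or replicate conditions met; inactive = mean below 8% and not both replicates reaching 8%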;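 note: cells transiently co-express mutant CFTR-F508del with the halide-sensitive YFP; corrector assay measuring rescue of mutant channel to the surface after 24 h compound exposure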
INS-1E GSIS act: GLuc luminescence reporter in INS-1E cells, primary screen for activators of glucose-dependent secretion of insulin; activation, % at 16.6 µM; 370,000 compounds, 0.61% hits; INS-1E GLuc reporter insulin secretion, 2-3 h;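 active = lowest replicate activation of at least 40%, so every replicate reaches that level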;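 note: 0% = median of neutral control wells and 100% = median of IBMX positive control wells; some compounds called inactive have numbers as strong as hits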
Starred values were filed as active, the others as inactive; ? = inconclusive; / = not tested or not shown; [ ] = another dose, or the depositor's remark.

SMILES | EWS-Fli inh | DENV2 CPE rescue | FN deposit inh | miR-122 sensor | PAX8 inh HTS | F508del corr | INS-1E GSIS act
COc1ccc(N(CC(=O)Nc2cccc(C)c2C)S(=O)(=O)c2c(C)[nH]c(=O)[nH]c2=O)cc1 | 9 | -1 | 9 | / | 3 | -0.4 | 10
COc1ccc(-n2nc3c(c2NC(=O)C(C)Cl)CSC3)cc1 (configuration not stated) | -5 | 4 | -4 | 3 | 9 | 0.8 | 3
CCOC(=O)[C@]12CCCC=C1N(Cc1ccc3c(c1)OCO3)C(=O)[C@H](CC(=O)NCc1cccc3ccccc13)C2 | 13 | 7 | / | / | 5 | 2.9 | -27
CCN(CC(=O)Nc1ccccc1OC)C(=O)c1ccc(NC(=O)c2cccs2)cc1 | -7 | 12 | / | / | 6 | 4.6 | -10
Cc1cccc(NC(=O)C(C)Sc2ncnc3sccc23)c1 (configuration not stated) | -6 | 11 | -7 | 0 | -2 | -1.7 | /
O=C(CCCc1ccccc1)NCCCc1ccccc1 | -33 | 4 | -6 | -10 | -16 | 2.5 | 0
CCOc1ccc(S(=O)(=O)N2CCCCC2)cc1NC(=O)CCNC(=O)c1ccco1 | 5 | 9 | 0 | -5 | / | -0.1 | 1
C[C@@H]1CN([C@@H](C)CO)C(=O)c2cc(NC(=O)C3CCCCC3)ccc2O[C@@H](C)CCCCO[C@@H]1CN(C)Cc1ccc(C(=O)O)cc1 | -8 | 11 | / | 12[16.7 µM] | -12 | -1.0 | 3
O=C(COc1cccnc1[N+](=O)[O-])N1CCc2ccccc21 | -23 | 3 | / | -8 | -27 | 6.2 | 1
CC(=O)Oc1ccc2ccccc2c1C(NC(=O)Cc1ccccc1)c1ccc(Cl)cc1 (configuration not stated) | / | / | -2 | 11 | 85* | / | -4
CC(C)NC(=O)N(C)C[C@H]1Oc2ccc(NC(=O)c3ccncc3)cc2CC(=O)N([C@@H](C)CO)C[C@@H]1C | 1 | ? | -13 | 2[16.7 µM] | 1 | 1.1 | 15
CCCNC(=O)N1C[C@H](C)[C@@H](OC)CN(C)C(=O)c2ccc(NS(C)(=O)=O)cc2OC[C@H]1C | 0 | 7 | -2 | 4[16.7 µM] | / | -2.4 | 8
Cc1ccc(N=C2NC(=O)/C(=C/c3cccnc3)S2)c(C)c1 | 5 | 6 | -1 | / | -4 | 1.1 | 95
COc1ccc(C2C/C(=N\O)C(C)(C)O2)cc1 (configuration not stated) | / | / | -4 | -7 | 9 | / | /
O=C(c1cc(-c2cccnc2)nc2ccccc12)N1CCN(S(=O)(=O)c2ccc(Cl)s2)CC1 | 13 | -2 | 0 | -11 | 29 | 1.2 | -20
Cc1ccccc1N=Nc1c(C)[nH]n(C(N)=S)c1=O | -18 | 11 | -4 | 0 | -13 | 2.6 | /
Nc1c(-c2ccc3c(c2)OCCO3)oc2ccccc2c1=O | -109 | 1 | -5 | 0 | -76 | 0.5 | -2
C[C@@H]1CCCCO[C@H](CN(C)Cc2ccccc2)[C@H](C)CN([C@@H](C)CO)C(=O)c2cc(NC(=O)C3CCCCC3)ccc2O1 | 10 | -19 | / | 5[16.7 µM] | 16 | -0.5 | -19
O=C(c1ccco1)N1CC2(CC(c3ccc(Cl)cc3)=NO2)CN1Cc1ccc(Br)cc1 (configuration not stated) | -2 | 10 | 1 | -2 | 8 | -0.4 | -6
CCN1CCN(c2ncc3c(n2)CC(c2ccc(OC)c(OC)c2)CC3=O)CC1 (configuration not stated) | / | / | 1 | -5 | 12 | / | /
COC(=O)C[C@H]1C[C@@H]2c3cc(NC(=O)CC4CC4)ccc3O[C@@H]2[C@H](CO)O1 | 1 | 3 | -7 | 1[16.7 µM] | -5 | 3.4 | 14
CCCN1[C@@H]2c3ccc(-c4cccnc4)c(=O)n3C[C@H]1[C@H](CO)[C@H]2C(=O)NC1CCCC1 | -12 | 6 | / | / | / | -2.6 | 11
COc1cccc(C(=O)OCC(=O)NCc2ccc3c(c2)OCO3)c1OC | 1 | 4 | -5 | -6 | -5 | 0.6 | -17
Brc1ccc(-c2csc3ncnc(-n4nnc5ccccc54)c23)cc1 | / | / | 4 | -3 | 16 | / | -28
Nc1nc(N)c(N=Nc2ccc(S(N)(=O)=O)cc2)c(=O)[nH]1 | -6 | -10 | / | / | -11 | 0.0 | 8

Record cards, as listed above:
Shown for `O=C(c1ccco1)N1CC2(CC(c3ccc(Cl)cc3)=NO2)CN1Cc1ccc(Br)cc1` (configuration not stated) : EWS-Fli inh = -2; DENV2 CPE rescue = 10; FN deposit inh = 1; miR-122 sensor = -2; PAX8 inh HTS = 8; F508del corr = -0.4; INS-1E GSIS act = -6
Shown for `CCCN1[C@@H]2c3ccc(-c4cccnc4)c(=O)n3C[C@H]1[C@H](CO)[C@H]2C(=O)NC1CCCC1` : EWS-Fli inh = -12; DENV2 CPE rescue = 6; FN deposit inh = /; miR-122 sensor = /; PAX8 inh HTS = /; F508del corr = -2.6; INS-1E GSIS act = 11

The main list resumes, starting three compounds before the break.
SMILES | EWS-Fli inh | DENV2 CPE rescue | FN deposit inh | miR-122 sensor | PAX8 inh HTS | F508del corr | INS-1E GSIS act
COc1cccc(C(=O)OCC(=O)NCc2ccc3c(c2)OCO3)c1OC | 1 | 4 | -5 | -6 | -5 | 0.6 | -17
Brc1ccc(-c2csc3ncnc(-n4nnc5ccccc54)c23)cc1 | / | / | 4 | -3 | 16 | / | -28
Nc1nc(N)c(N=Nc2ccc(S(N)(=O)=O)cc2)c(=O)[nH]1 | -6 | -10 | / | / | -11 | 0.0 | 8
CCOC(=O)C1CCCCN1Cc1cccc(F)c1 (configuration not stated) | 5 | 0 | / | -4 | / | 2.9 | 9
CO[C@@H]1CN(C)C(=O)c2ccc(NC(=O)NC(C)C)cc2OC[C@@H](C)N(Cc2ccccn2)C[C@@H]1C | 1 | 2 | -7 | / | 16 | -0.2 | 14
COc1ccc2c3c([nH]c2c1)[C@@H](CO)N(C(=O)NC(C)C)CC31CN(C(=O)c2cnccn2)C1 | 0 | 4 | / | / | / | -2.1 | 11
Oc1ccccc1O | 44 | 2 | -2 | -2 | 1 | 2.8 | /
Cc1ccc(Cn2c(C3CCCN3c3nc(-c4ccc(F)cc4)cs3)nc3cc(C(F)(F)F)ccc32)cc1 (configuration not stated) | -12 | -5 | -7 | 8 | 7 | -1.5 | -17
CCOC(=O)c1ccc(S(=O)(=O)NNC(=O)c2ccc3c(c2)nc(C)n3CC)cc1 | 7 | 4 | -4 | -6 | 11 | -4.1 | -3
CN(C)S(=O)(=O)c1cccc(NC(=O)Cn2cnc3ccccc3c2=O)c1 | 13 | 0 | / | 3 | / | -0.4 | 3
C[C@H]1CN([C@@H](C)CO)C(=O)c2cc(N(C)C)ccc2O[C@H]1CN(C)S(=O)(=O)c1ccc(F)cc1 | -10 | 17 | -3 | -6[16.7 µM] | -11 | -2.3 | 9
O=C(C[C@@H]1CC[C@H]2[C@@H](COC[C@@H](O)CN2Cc2ccccc2)O1)N[C@H]1CCN(Cc2ccccc2)C1 | -3 | -11 | -2 | -7[16.7 µM] | 9 | -1.3 | -4
C[C@@H]1CN([C@H](C)CO)S(=O)(=O)c2ccc(C3=CCCCC3)cc2O[C@@H]1CN(C)C(=O)C1CCOCC1 | -9 | 0 | -4 | -26[16.7 µM] | -11 | -1.1 | -7
C[C@@H]1CN([C@H](C)CO)S(=O)(=O)c2ccc(-c3ccccc3)cc2O[C@@H]1CN(C)Cc1ccccc1C(=O)O | -13 | 1 | -14 | 14[16.7 µM] | -21 | -2.7 | 10
CCCc1ccc2c(C(F)(F)F)cc(C(F)(F)F)cc2n1 | -8 | -6 | -13 | 2 | 17 | 2.6 | -1
COc1ccc(S(=O)(=O)NC(Cc2cnc[nH]2)C(=O)O)cc1 (configuration not stated) | / | / | -4 | / | -7 | / | 5
COc1ccc(CCNC(=O)CCCCC(=O)NCCc2ccc(OC)c(OC)c2)cc1OC | -1 | 0 | -5 | / | 20 | 0.7 | /
Cc1cccc(C)c1NC(=O)C(NS(=O)(=O)c1cccs1)c1ccccc1 (configuration not stated) | 1 | 1 | 2 | -7 | 16 | / | 8
CCC(CC)C(=O)Nc1nnc(S(=O)(=O)N2c3ccccc3CC2C)s1 (configuration not stated) | 1 | 0 | 1 | 2 | 17 | -0.3 | 9
O=C(C[C@H]1CC[C@H]2[C@@H](COC[C@@H](O)CN2Cc2cccc(C(F)(F)F)c2)O1)NCCc1ccncc1 | 11 | -6 | -4 | 0[16.7 µM] | 9 | -0.7 | 14
Cc1cccc(CCNC(=O)C2CC(O)CN2C(=O)Nc2ccccc2)c1 (configuration not stated) | -6 | 12 | -6 | 2 | 9 | -2.0 | 13
N/C(=N\NS(=O)(=O)c1ccc(Cl)cc1)c1ccccn1 | 8 | 3 | -1 | / | -20 | -1.4 | 0
CC(C)NCC(O)COCCOc1ccc(C(C)(C)C)cc1 (configuration not stated) | / | / | 3 | 2 | 18 | / | 8
CCOc1ncccc1C(=O)Nc1nnc(C2CC2)s1 | 7 | 1 | 4 | / | -8 | 2.4 | 32
COc1cc(C2NCC(c3ccc(Cl)cc3Cl)c3c2[nH]c2ccccc32)cc(OC)c1OC (configuration not stated) | 2 | ? | 1 | -14 | -6 | -0.1 | /
CC(=O)Nc1nc(C=C(Cl)Cl)cs1 | / | / | -3 | 1 | 0 | / | /
COc1cccc(C(O)c2nc(-c3ccc(F)cc3OC)cs2)c1 (configuration not stated) | 3 | 5 | 8 | -1 | -8 | -1.7 | -15
O=c1oc2ccccc2c(NCCO)c1[N+](=O)[O-] | -2 | 2 | 1 | / | 5 | 2.4 | 8

3 compounds out of the list, arranged by count of non-hydrogen atoms, low to high:
SMILES | EWS-Fli inh | DENV2 CPE rescue | FN deposit inh | miR-122 sensor | PAX8 inh HTS | F508del corr | INS-1E GSIS act
N/C(=N\NS(=O)(=O)c1ccc(Cl)cc1)c1ccccn1 | 8 | 3 | -1 | / | -20 | -1.4 | 0
O=C(CCCc1ccccc1)NCCCc1ccccc1 | -33 | 4 | -6 | -10 | -16 | 2.5 | 0
CCN(CC(=O)Nc1ccccc1OC)C(=O)c1ccc(NC(=O)c2cccs2)cc1 | -7 | 12 | / | / | 6 | 4.6 | -10

Remaining list, next part:
SMILES | EWS-Fli inh | DENV2 CPE rescue | FN deposit inh | miR-122 sensor | PAX8 inh HTS | F508del corr | INS-1E GSIS act
Cc1nn(CC(=O)NC2CCC(C)CC2)c(C)c1[N+](=O)[O-] (configuration not stated) | 0 | 7 | 7 | / | -8 | -2.1 | 1
Cc1c(CN2CCCC(C(=O)c3cccc(Cl)c3)C2)c(=O)n(-c2ccccc2)n1C (configuration not stated) | 6 | -2 | 7 | -10 | 10 | -2.5 | 27
CCn1ncc(Cl)c1C(=O)Nc1ccc2c(c1)CCC2 | -70 | 3 | 0 | -8 | -85 | 0.1 | -11
C[C@@H]1CN([C@H](C)CO)C(=O)Cc2cc(NS(=O)(=O)c3ccc(F)cc3)ccc2O[C@H]1CN(C)S(=O)(=O)c1ccc(F)cc1 | 0 | 5 | / | 16[16.7 µM] | 23 | -0.1 | 8
COc1ccccc1-c1ccc2c(c1)O[C@H](CN(C)S(=O)(=O)c1ccc(C)cc1)[C@H](C)CN([C@H](C)CO)S2(=O)=O | -7 | 5 | / | 33[16.7 µM] | -4 | 1.3 | -2
O=C(O)c1ccc(NS(=O)(=O)c2ccc(N3CCCC3)c([N+](=O)[O-])c2)cc1 | 11 | -1 | -1 | -13 | -1 | 0.0 | 37
